Vif inh = HIV Vif self-association inhibitors, primary screen, imaging, HEK293T, single point; HEK293T cells, Vif self-association by quenched fluorescence, 24 h; inhibition, % at 7.49 µM; 340,000 compounds, 0.35% hits; in the data active means inhibition above about 50%, passing the limit was not always enough; further: some results filed as inactive read as strong as hits
TLR9-MyD88 block = inhibitors of TLR9-MyD88 association in cells, primary screen, cell-based, CHO, BLA complementation, fluorescence; Toll-like receptor 9 (Homo sapiens) + Myeloid differentiation primary response protein …; 340,000 compounds, 0.21% hits; inhibition, % at 4.98 µM; AID 504734, 2011; CCF4 FRET ratio;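 active means inhibition above the mean over all tested compounds plus 3 SD, cut at about 21% in these data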;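 further: 0% = DMSO only wells and 100% = clavulanate BLA inhibitor control wells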
N-glyco inh = increase of ERlucT glycosylation luciferase signal, primary screen, N-linked glycosylation inhibitor project, D54 ERlucT cells, luminescence, set 2; D54 ERlucT glycosylation luciferase reporter, 24 h; percent of 100 nM tunicamycin response; reporter increase, % at 12.5 µM; 360,000 compounds, 0.23% hits; AID 588692, 2011;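 active means mean luciferase reporter signal, scaled so untreated is 0 and the glycosylation-blocking control 100, at or above a set limit in every replicate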;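 further: luciferase carries N-glycosylation sites so blocking glycosylation raises the light; 0% = median of neutral control wells and 100% = median of 100 nM tunicamycin wells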
ABHD5 PLIN5 PPI = ABHD5-PLIN5 interaction inhibitors, primary screen, cell lysate, split luciferase complementation, luminescence | Perilipin-5 (Homo sapiens) + 1-acylglycerol-3-phosphate O-acyltransferase ABHD5 (Homo … | Split G. princeps luciferase complementation, 4 h | AID 602281, 2012 | inhibition, % at 4 µM | 360,000 compounds, 0.78% hits;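 active means inhibition above the mean inhibition across every tested compound plus 3 SD, cut at about 22% in these data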;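 further: 0% = DMSO only wells and the 100% control is not disclosed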
MC4R barr agon = MC4R agonists recruiting beta-arrestin, primary screen, cell-based, luminescence, agonist arm of biased-ligand search; Melanocortin receptor 4 (Homo sapiens), P32245; U2OS MC4R beta-arrestin complementation; percent of melanotan II response, DMSO zero; activation, % at 8.9 µM; 360,000 compounds, 0.98% hits; AID 540308, 2011;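 active means activation above a per-plate cutoff, the mean activation of sample wells on that plate plus 3 SD, cut at about 8% in these data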
ABCB6 inh 2 = ABCB6 transporter inhibitors, primary screen, K562-ABCB6 cells, flow cytometry, MLPCN library; ATP-binding cassette sub-family B member 6 (Homo sapiens), Q9NP58; K562-ABCB6 porphyrin accumulation, 1 h; active compounds read low; fluorescence ratio to DMSO, % at 10 µM; 360,000 compounds, 0.19% hits; AID 602162, 2011;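 active means fluorescence ratio to DMSO below 75%, the collection mean minus 3 SD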;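 further: signal is porphyrin accumulated inside mitochondria; 100% equals median channel fluorescence of DMSO control wells; lower ratio means ABCB6 inhibition with less porphyrin fluorescence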
Target sequence (Q9NP58 whole entry, looked up): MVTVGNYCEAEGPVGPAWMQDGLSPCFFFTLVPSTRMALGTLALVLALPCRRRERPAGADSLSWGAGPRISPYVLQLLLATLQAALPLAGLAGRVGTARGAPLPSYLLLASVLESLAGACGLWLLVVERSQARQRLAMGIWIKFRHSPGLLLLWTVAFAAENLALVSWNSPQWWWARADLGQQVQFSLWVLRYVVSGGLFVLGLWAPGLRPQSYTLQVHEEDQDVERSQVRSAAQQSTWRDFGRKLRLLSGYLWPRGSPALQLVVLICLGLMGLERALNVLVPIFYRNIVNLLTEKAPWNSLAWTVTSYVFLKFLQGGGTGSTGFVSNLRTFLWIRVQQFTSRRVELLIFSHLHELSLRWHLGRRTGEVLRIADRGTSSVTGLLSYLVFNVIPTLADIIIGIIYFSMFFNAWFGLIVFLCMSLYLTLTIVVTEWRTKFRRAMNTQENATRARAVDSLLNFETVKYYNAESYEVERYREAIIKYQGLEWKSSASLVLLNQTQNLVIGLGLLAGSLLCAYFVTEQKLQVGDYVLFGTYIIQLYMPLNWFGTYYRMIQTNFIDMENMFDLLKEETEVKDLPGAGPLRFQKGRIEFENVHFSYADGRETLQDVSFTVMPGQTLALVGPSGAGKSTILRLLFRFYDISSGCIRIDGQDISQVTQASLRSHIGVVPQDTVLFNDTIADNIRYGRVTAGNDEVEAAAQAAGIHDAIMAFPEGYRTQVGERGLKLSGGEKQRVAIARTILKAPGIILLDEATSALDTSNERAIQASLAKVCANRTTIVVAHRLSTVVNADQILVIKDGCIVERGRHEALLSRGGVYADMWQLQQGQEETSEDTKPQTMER
MC4R antag cAMP = MC4R antagonists of cAMP signaling, primary screen, cell-based, TR-FRET, antagonist arm of biased-ligand search; Melanocortin receptor 4 (Homo sapiens), P32245; MC4R-expressing cells, MTII-stimulated cAMP, LANCE TR-FRET; inhibition, % at 6.5 µM; 360,000 compounds, 0.48% hits; AID 540295, 2011;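 active means inhibition above its plate's cutoff, the mean of tested wells on that plate plus 3 SD, cut at about 29% in these data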;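 further: 0% = Melanotan II alone and 100% = Melanotan II plus saturating MCL0020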
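Material – human MC4R-expressing U2OS cells · Repeats – no replicates · Detection – TR-FRET with Eu-cAMP and labeled anti-cAMP, 671 nm · Times – compound 30 min, challenge 1 h, detection 1 h · Compound – single nominal compound dose of 6.5 µM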
Exocytosis inh = LAMP-1 surface exposure blockers, TALL-104 cells – cell-based, flow cytometry, MLPCN library, primary screen. TALL-104 LAMP-1 surface exposure; cells stimulated with thapsigargin and PMA. inhibition, % at 10 µM. 360,000 compounds, 0.66% hits. AID 651702, 2012;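 active means inhibition above about 55%, limit read from the data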
aDG glyco act = activators of alpha-DG glycosylation, primary screen, uHTS, Pro5-aDG cells, AlphaScreen. activation, % at 10 µM. alpha-DG glycosylation AlphaScreen (IIH6); 0% Pro5, 100% B10-LARGE cell signal. 360,000 compounds, 0.22% hits;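 active means activation of at least 8% versus controls, or a plate z-score of at least 8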;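 further: Pro5 are CHO cells carrying HIG-tagged alpha-DG that lacks glycosylation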
NOD2-RIPK2 inh = NOD2-RIPK2 binding disruptors in cells, primary screen, fluorescence, CHO cells, BLA complementation; Receptor-interacting serine/threonine-protein kinase 2 (Homo sapiens), O43353; inhibition, % at 4.98 µM; CCF4 ratio; 360,000 compounds, 0.38% hits; in the data active means inhibition above about 21%;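 further: 0% = vehicle only and 100% = reference blocker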
Numbers without * were called inactive; · = no result given. The list is partial. The share of hits here may be higher or lower than overall.

The opening seven compounds as a preview:
#	compound	Vif inh	TLR9-MyD88 block	N-glyco inh	ABHD5 PLIN5 PPI	MC4R barr agon	ABCB6 inh 2	MC4R antag cAMP	Exocytosis inh	aDG glyco act	NOD2-RIPK2 inh
1	O=S(=O)(c1cccc(-c2cn3cccnc3n2)c1)N1CCOCC1	22	-9	0	-4	0.9	101	4	2	0.0	-4
2	CC(C)(C)NC(=S)N1CCC2CC1c1c(Cl)cccc12 (configuration not stated)	3	-3	2	-4	-1.5	91	8	14	0.1	-1
3	COc1ccc(-n2c(=S)[nH]c3cc(C(=O)NCc4cccnc4)ccc3c2=O)c(OC)c1	10	3	3	2	-2.5	98	2	-1	-0.2	-4
4	Cc1nn(CC(=O)O)c(=O)c2ccccc12	0	-6	2	1	-1.0	96	-1	-1	-0.3	-11
5	O=C(CSc1ccc2nnc(CCNC(=O)c3ccc(F)cc3)n2n1)NCC1CCCO1 (configuration not stated)	0	-3	1	2	-2.4	95	-1	14	-0.2	4
6	COC(=O)CCCCCN1C(=O)NC(c2ccccc2)C(C(=O)OCc2ccccc2)=C1C (configuration not stated)	-2	-9	-1	-2	-1.5	92	1	-1	0.1	-10
7	c1ccc2[nH]c(CN3CCN(c4ncnc5c4oc4ccccc45)CC3)nc2c1	-13	-7	0	9	1.0	93	16	-2	0.7	1

Results (from the top)
#	compound	Vif inh	TLR9-MyD88 block	N-glyco inh	ABHD5 PLIN5 PPI	MC4R barr agon	ABCB6 inh 2	MC4R antag cAMP	Exocytosis inh	aDG glyco act	NOD2-RIPK2 inh
1	O=S(=O)(c1cccc(-c2cn3cccnc3n2)c1)N1CCOCC1	22	-9	0	-4	0.9	101	4	2	0.0	-4
2	CC(C)(C)NC(=S)N1CCC2CC1c1c(Cl)cccc12 (configuration not stated)	3	-3	2	-4	-1.5	91	8	14	0.1	-1
3	COc1ccc(-n2c(=S)[nH]c3cc(C(=O)NCc4cccnc4)ccc3c2=O)c(OC)c1	10	3	3	2	-2.5	98	2	-1	-0.2	-4
4	Cc1nn(CC(=O)O)c(=O)c2ccccc12	0	-6	2	1	-1.0	96	-1	-1	-0.3	-11
5	O=C(CSc1ccc2nnc(CCNC(=O)c3ccc(F)cc3)n2n1)NCC1CCCO1 (configuration not stated)	0	-3	1	2	-2.4	95	-1	14	-0.2	4
6	COC(=O)CCCCCN1C(=O)NC(c2ccccc2)C(C(=O)OCc2ccccc2)=C1C (configuration not stated)	-2	-9	-1	-2	-1.5	92	1	-1	0.1	-10
7	c1ccc2[nH]c(CN3CCN(c4ncnc5c4oc4ccccc45)CC3)nc2c1	-13	-7	0	9	1.0	93	16	-2	0.7	1
8	O=C(NNC(=O)c1cc(Cl)ccc1O)c1cccc(S(=O)(=O)N2CCOCC2)c1	-6	1	-2	-1	-2.3	104	0	3	-0.1	-5
9	O=C(O)c1ccccc1CSc1ncn[nH]1	·	2	0	0	-0.5	97	10	-2	0.0	0
10	C[C@H]1CN([C@@H](C)CO)C(=O)CCCn2nncc2CO[C@H]1CN(C)C(=O)CCC(F)(F)F	13	-7	2	8	2.7	100	20	0	0.5	-4
11	OC(Cn1nnc2ccccc21)Cn1c(C(F)(F)F)nc2ccccc21 (configuration not stated)	12	-8	-1	-2	1.8	101	7	-1	0.4	-12
12	Cc1ccc(C2=CN(Cc3ccccc3)CCC2=O)cc1	-1	6	-4	-8	0.1	97	13	-3	-0.1	1
13	COc1ccc(C(NC(=O)CN2C(=O)NC3(CCc4ccccc43)C2=O)c2ccc(OC)cc2)cc1 (configuration not stated)	2	-3	0	-6	-2.8	97	9	-2	-0.3	2
14	CCCCN(CCCC)C(=O)/C=C/c1cccc([N+](=O)[O-])c1	-13	-2	-4	-7	3.3	99	1	-5	-0.2	-4
15	CCCS(=O)(=O)N1CCCC(C(=O)NCc2ccco2)C1 (configuration not stated)	0	2	-1	-11	-1.2	103	0	-2	0.0	-8
16	COCCN=C1NN=C(c2ccc(C)c([N+](=O)[O-])c2)CS1	-18	-10	-3	4	0.5	100	10	-1	0.2	-6
17	Cc1ccc(OCC(=O)NNC(=O)c2ccc(F)c(S(=O)(=O)N3CCOCC3)c2)cc1C	-2	-1	1	1	-1.6	98	3	-5	-0.2	-9
18	Cc1ccc(NC(=O)CN(Cc2ccco2)Cc2ccccc2O)cc1C	-11	-3	-10	-17	2.8	95	8	-13	0.1	-16
19	CCc1nccn1S(=O)(=O)c1ccc(OC)c(C)c1C	-4	4	0	7	-0.4	99	24	-2	-0.1	-13
20	O=c1c2ccccc2nnn1CSc1nnnn1-c1ccc(O)cc1	9	2	-1	-3	-0.4	104	4	12	-0.2	1
21	O=C(N/N=C/c1c[nH]c2ccc(Br)cc12)c1ccccn1	2	0	3	-2	-3.1	93	-6	1	0.0	5
22	O=C1OCCN/C1=C\C(=O)c1ccccc1	16	-1	3	4	-0.6	97	1	-7	-0.1	-2
23	COc1ccc2c(C(=O)NCc3ccc4c(c3)OCO4)c(-c3ccc(S(C)(=O)=O)cc3)sc2c1	16	1	-6	-2	3.8	90	9	4	-0.4	3
24	CCOC(=O)c1oc2ccccc2c1NC(=O)Cc1cccs1	-3	0	0	0	-2.5	98	10	5	0.1	-7
25	N#Cc1c(N)nc(N2CCCC2)c(C#N)c1-c1ccc(Cl)cc1	-17	-2	-12	-1	0.6	101	6	-2	1.6	-4
26	CC1(C)Cc2ccccc2C(NNC(=O)c2ccncc2)=N1	7	2	-1	-2	-0.2	86	14	-1	-0.4	-4
27	CCCC1NC(=O)c2cccnc2-n2c1nc1cc(C)cc(C)c1c2=O (configuration not stated)	-13	10	3	-7	0.0	101	24	-4	-0.1	-11
28	COc1ccc(CO/N=C/c2c(C)[nH]c(=O)[nH]c2=O)cc1	-2	10	-1	1	-1.6	101	5	2	0.0	1
29	Cc1ccc(N(C(=O)c2snc(C(N)=O)c2N)C(C(=O)NCCC(C)C)c2ccco2)cc1 (configuration not stated)	0	-10	-3	3	0.0	94	8	1	-0.2	-19
30	O=C(Nc1ccccc1N1CCCC1)C1CCN(S(=O)(=O)c2ccc(F)cc2)CC1	5	0	4	10	-1.6	97	11	-3	0.4	11
31	Nc1cc2cccnc2cc1Cl	5	2	5	-29	-2.2	103	-5	2	0.9	2
32	c1cnc(N2CCN(c3ccc4ccccc4n3)CC2)nc1	-4	1	-9	-4	-0.1	97	10	-5	0.2	-7
33	CN1OC[C@@H]2CN(S(=O)(=O)c3ccccc3)[C@H](c3ccc(-n4ccnc4)cc3)C[C@@H]21	-5	·	2	-2	·	100	·	6	0.0	11
34	CCOc1cc(S(=O)(=O)N(Cc2ccccc2)Cc2ccccc2)c(OCC)cc1-n1cnnn1	-11	-1	-7	8	0.9	88	9	-1	-0.2	-3
35	CC1(C)CC(=O)C2=C(C1)NC(Nc1nc3ccccc3o1)=NC21CCCCC1	7	-4	11	-2	-1.4	96	2	3	0.2	-8
36	CCCOP(=O)(OCCC)C(Nc1ccc(C(=O)O)cc1)c1ccccc1 (configuration not stated)	1	-23	-2	-1	-1.6	99	0	-2	-0.3	-8
37	C=CCOc1ccc(C(c2c(O)nc(SC)[nH]c2=O)c2c(O)nc(SC)[nH]c2=O)cc1	9	-12	0	20	1.2	96	12	20	-0.1	11
38	CCOC(=O)c1cc(=O)c2ccc(OCc3ccccc3)cc2o1	-1	-6	2	-5	-0.5	98	4	-10	0.1	-3
39	CNC(=O)CN(c1ccc(OC)cc1)S(=O)(=O)c1ccc(F)cc1	·	-5	2	-3	0.8	160	-7	-2	0.0	3
40	CCOC(=O)C1CCN(C(=O)CS(=O)Cc2nc(-c3ccc(C)cc3)oc2C)CC1 (configuration not stated)	17	2	3	-3	0.6	95	3	-3	0.3	-4
41	O=C(C1CCC(CNS(=O)(=O)c2cccc3cccnc23)CC1)N1CCCC1 (configuration not stated)	56	2	-1	-10	0.7	101	23	-4	0.2	5
42	O=C(Nc1ccc2c(c1)OCO2)c1ccccc1SCC(=O)N1CCCC1	10	1	-1	0	-1.1	97	12	-1	0.1	4
43	O=C(CCN1CCC2CCC(C2)C1)c1ccc(F)cc1 (configuration not stated)	8	-10	-2	-1	0.4	103	11	-4	0.6	-6
44	CCOC(=O)c1c(NC(C)=O)sc2c(OC(C)=O)cccc12	-4	-5	1	1	8.1	101	-8	-2	-0.1	-6
45	O=C1NC(=S)NC(=O)C1=Cc1ccccc1C(=O)O	-28	-16	1	-3	0.5	99	2	10	-0.1	-14
46	CN1C(=O)C(C)(C)c2cc(S(=O)(=O)N3CCC(C(=O)NCc4ccc(Cl)cc4)CC3)ccc21	7	4	-4	-1	-2.3	94	11	-3	0.7	-5
47	O=C(Nc1ccccc1N1CCCCC1)c1ccc(Cl)c([N+](=O)[O-])c1	-15	1	1	2	1.4	100	41*	13	0.5	-13
48	C/C(=N\NC(=O)c1ccccc1O)C1CC1	1	-2	-10	2	0.1	96	-2	-10	-0.1	7
49	CCCCCc1ccc(-c2ccc(OC)cc2)nc1	-2	1	-2	-1	-0.5	101	3	-3	-0.3	1
50	COCCCN1C(=O)C(=O)/C(=C(/O)c2ccc(S(=O)(=O)N3CCCCC3)cc2)C1c1ccc(F)cc1 (configuration not stated)	1	0	3	13	-0.8	95	2	1	0.3	-6
51	CCc1noc(C)c1C(=O)Nc1cc(Cl)ccc1N1CCCC1	·	-11	-2	-4	-3.3	98	16	-3	0.0	-7
52	Cc1ccc(S(=O)(=O)N2[C@@H](CCO)OC[C@H]2C(C)C)cc1	·	·	·	0	·	·	·	1	0.3	4

Three compounds out of the list, arranged by number of heavy atoms, low to high.
#	compound	Vif inh	TLR9-MyD88 block	N-glyco inh	ABHD5 PLIN5 PPI	MC4R barr agon	ABCB6 inh 2	MC4R antag cAMP	Exocytosis inh	aDG glyco act	NOD2-RIPK2 inh
52	Cc1ccc(S(=O)(=O)N2[C@@H](CCO)OC[C@H]2C(C)C)cc1	·	·	·	0	·	·	·	1	0.3	4
38	CCOC(=O)c1cc(=O)c2ccc(OCc3ccccc3)cc2o1	-1	-6	2	-5	-0.5	98	4	-10	0.1	-3
37	C=CCOc1ccc(C(c2c(O)nc(SC)[nH]c2=O)c2c(O)nc(SC)[nH]c2=O)cc1	9	-12	0	20	1.2	96	12	20	-0.1	11

Bioassay records deposited in PubChem by several laboratories.
